Screening results deposited in PubChem BioAssay by NMMLSC.
ABCB1 block: inhibitors of human ABCB1 transporter, ABCG2 counter-screen; P08183; CCRF-Adr cells, JC-1 efflux, flow cytometry; inhibition, % at 6.6 µM; 190,000 tested, 0.067% active; in the data active means inhibition above about 40%;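 further: 0% = vehicle and 100% = reference inhibitor; higher value means more JC-1 retained so stronger ABCB1 efflux block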
Bim-Bcl-XL: disrupts Bim peptide binding to human Bcl-XL | bead flow cytometry, fluorescence | 190,000 tested, 0.04% active | inhibition, % at 10 µM
Target sequence (Q07817 whole entry, looked up): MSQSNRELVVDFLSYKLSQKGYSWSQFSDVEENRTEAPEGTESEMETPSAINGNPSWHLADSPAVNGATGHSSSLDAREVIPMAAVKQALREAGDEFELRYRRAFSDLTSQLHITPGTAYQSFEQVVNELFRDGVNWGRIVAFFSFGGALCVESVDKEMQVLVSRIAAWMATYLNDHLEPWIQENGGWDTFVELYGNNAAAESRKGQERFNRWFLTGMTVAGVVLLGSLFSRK
Bim-Bfl-1: disrupts Bim binding to human Bfl-1 | Q16548 | Bead-based flow cytometry, Bim-Bfl-1 binding inhibition | 190,000 tested, 0.12% active | inhibition, % at 10 µM;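 further: 0% = wells without compound plus tracer and 100% = blocker peptide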
Bim-Bcl-2: disrupts Bim peptide binding to human Bcl-2; P10415; Bead-based flow cytometry, Bim peptide-Bcl-2 binding; inhibition, % at 10 µM; 190,000 tested, 0.06% active; AID 950; in the data active means inhibition above about 40%; inconclusive means no clear call, values can overlap the other calls;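 further: 0% = no compound wells with probe peptide and 100% = reference peptide inhibitor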
Target sequence (P10415 whole entry, looked up): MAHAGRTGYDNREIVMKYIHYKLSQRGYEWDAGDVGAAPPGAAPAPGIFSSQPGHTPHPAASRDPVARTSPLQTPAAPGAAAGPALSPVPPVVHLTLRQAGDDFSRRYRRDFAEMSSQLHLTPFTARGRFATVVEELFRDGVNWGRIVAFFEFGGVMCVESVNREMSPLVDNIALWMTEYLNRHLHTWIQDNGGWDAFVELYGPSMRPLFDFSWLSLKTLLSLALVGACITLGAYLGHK
RGS7-Gao reg: human RGS7-Galphao interaction regulation; P09471; Multiplexed bead flow cytometry, RGS7-Galphao binding; actives lie on both sides; binding response (% of control), % at 10 µM; 220,000 tested, 0.35% active; in the data active means binding response below about 49% or above about 150%; inconclusive means no clear call, values can overlap the other calls; inactive means in between;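 further: fluorescent Galphao held in activated GDP-AlF4 state binding bead-coupled RGS7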
Target sequence (P09471 whole entry, looked up): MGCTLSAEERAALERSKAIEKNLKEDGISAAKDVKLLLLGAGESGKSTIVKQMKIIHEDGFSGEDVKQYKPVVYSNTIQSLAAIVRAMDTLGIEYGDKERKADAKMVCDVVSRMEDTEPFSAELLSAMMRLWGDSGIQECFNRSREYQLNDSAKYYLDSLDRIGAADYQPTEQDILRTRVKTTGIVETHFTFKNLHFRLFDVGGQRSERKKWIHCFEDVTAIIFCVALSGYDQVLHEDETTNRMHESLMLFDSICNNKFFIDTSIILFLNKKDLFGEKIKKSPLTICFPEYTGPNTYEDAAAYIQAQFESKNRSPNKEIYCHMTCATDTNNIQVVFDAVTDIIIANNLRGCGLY
Bcl-W Bim block: human Bim-Bcl-W interaction inhibition; bead-based flow cytometry, Bim peptide-Bcl-W binding; 190,000 tested, 0.02% active; Q92843; inhibition, % at 10 µM;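 further: 0% = bound tracer without compound and 100% = peptide blocker; higher means less fluorescent Bim peptide bound to Bcl-W beads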
GSH bead fluor: GSH bead compound fluorescence profile; GSH beads flow cytometry, compound fluorescence 488/530 nm; stronger effect = higher value; fluorescence (KMESF) at 10 µM; 190,000 tested, 0.25% active; in the data active means fluorescence above about 89;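 further: glutathione beads carrying GST-tagged Bcl family fusion proteins plus one bare bead set; values are compound well signal with DMSO vehicle wells as background; inactives centre near 16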
RGS4-Gao reg: human RGS4-Galphao interaction regulation; P09471; Multiplexed bead flow cytometry, RGS4-Galphao binding; actives lie on both sides; binding response (% of control), % at 10 µM; 220,000 tested, 0.33% active; in the data active means binding response below about 49% or above about 150%; inactive means in between;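 further: fluorescent Galphao activated with aluminum fluoride binding bead-coupled RGS4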
ABCG2 inh: blocks JC-1 efflux by human ABCG2 transporter. Q9UNQ0. IgMXP3 cells, flow cytometry. inhibition, % at 6.6 µM. 190,000 tested, 0.1% active;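 active means inhibition above 80%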;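 further: 0% = DMSO and 100% = nicardipine control wells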
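test system = two drug-resistant human cell lines, ABCG2 and ABCB1 | amount = 3 million cells/mL final, two lines in 1:1 ratio | reagent = JC-1 transporter substrate | doses = one concentration, 6.6 µM final | incubation = 10 min at 25 °C | signal = flow cytometric JC-1 green MFI at 530 nm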
Avidin bead fluor: avidin bead compound fluorescence profile; Avidin beads, compound fluorescence 488/530 nm, flow cytometry; stronger effect = higher value; fluorescence (KMESF) at 10 µM; 220,000 tested, 0.38% active; AID 1775; in the data active means fluorescence above about 47; further: inactives centre near 10
Bcl-B Bim block: human Bim-Bcl-B interaction inhibition | AID 951 | bead-based flow cytometry, Bim peptide-Bcl-B binding | 190,000 tested, 0.073% active | Q9HD36 | inhibition, % at 10 µM;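 further: 0% = tracer peptide without compound and 100% = reference inhibitor peptide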
Target sequence (Q9HD36 whole entry, looked up): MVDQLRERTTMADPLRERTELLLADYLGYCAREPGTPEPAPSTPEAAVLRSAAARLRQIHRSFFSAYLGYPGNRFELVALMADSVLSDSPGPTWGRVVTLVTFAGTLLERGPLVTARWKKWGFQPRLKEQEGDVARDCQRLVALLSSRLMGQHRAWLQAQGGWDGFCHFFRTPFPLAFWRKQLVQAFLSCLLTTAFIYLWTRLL
Starred values were filed as active, the others as inactive; ? = inconclusive. Unless noted, no stated cut-off is given here; in the data, active means inhibition above about 40%.

no.	SMILES	RGS4-Gao reg	Bcl-W Bim block	Bcl-B Bim block	Bim-Bcl-2	ABCG2 inh	Bim-Bfl-1	ABCB1 block	GSH bead fluor	Avidin bead fluor	Bim-Bcl-XL	RGS7-Gao reg
1	CC(=O)c1cccc(NC(=S)NC(=O)CC(C)(C)C)c1	94.2	0.0	1.0	0.0	0.3	-1.0	0.0	25	6	1.0	93.8
2	O=C(N/C(=C\c1ccccc1)C(=O)N1CCN(CCO)CC1)c1ccccc1	97.5	-3.0	-4.0	-2.0	2.3	0.0	0.6	9	2	-4.0	95.7
3	CC(=O)N1/C(=C/c2ccc(N(C)C)cc2)C(=O)c2ccccc21	103.9	0.0	-4.0	-4.0	8.6	0.0	0.8	13	13	-2.0	100.8
4	CC(=O)Nc1ccccc1OCC(=O)c1cc(C)n(Cc2cccs2)c1C	98.9	0.0	-9.0	-11.0	2.5	-11.0	0.5	33	5	-5.0	98.6
5	CN(C)CCCN(C(=O)c1ccco1)c1nc2ccc(Cl)cc2s1	98.1	0.0	-3.0	-1.0	12.6	-5.0	0.5	9	8	1.0	100.0
6	CC(C)Oc1ccc(C(CC(=O)O)NC(=O)C2CCCCC2)cc1 (stereo unspecified)	99.4	-2.0	0.0	0.0	1.0	-1.0	0.5	22	37	-4.0	99.9
7	CCOCCCNC(=O)C(c1ccccc1)N(Cc1ccc2c(c1)OCO2)C(=O)CNC(C)=O (stereo unspecified)	98.2	-3.0	-2.0	-3.0	1.7	-2.0	0.4	17	31	-2.0	98.3
8	CC1Cc2ccccc2N1C(=O)COC(=O)C1=COCCO1 (stereo unspecified)	98.8	-2.0	-10.0	-14.0	-1.9	-7.0	-2.8	27	14	-6.0	97.1
9	Cc1cc2nc(C3CCCN(C(=S)Nc4ccccc4)C3)[nH]c2cc1C (stereo unspecified)	103.4	-4.0	-3.0	-4.0	17.8	-7.0	1.3	13	7	-3.0	98.9
10	Cc1c(NC(=O)c2ccc(Cl)c(S(=O)(=O)N3CCOCC3)c2)c(=O)n(-c2ccccc2)n1C	101.3	-1.0	-1.0	0.0	0.4	0.0	0.1	26	38	0.0	103.8
11	O=C(CSc1n[nH]c(-c2ccncc2)n1)c1cccc([N+](=O)[O-])c1	112.8	-1.0	-1.0	0.0	0.5	2.0	-0.5	19	7	-1.0	123.0
12	O=C(NCc1ccc(F)cc1)c1ccc(S(=O)(=O)Nc2cccc(C(F)(F)F)c2)cc1	97.8	0.0	-3.0	0.0	9.2	-1.0	1.0	6	7	-1.0	96.1
13	CC(C)c1nc2n[nH]c(N)c2c2c1CSC(C)(C)C2	98.1	0.0	-7.0	-4.0	0.3	-9.0	0.1	16	7	-5.0	98.1
14	CCc1cccc(NC(=O)CN(C)S(=O)(=O)c2cnc[nH]2)c1	100.8	0.0	-3.0	-3.0	2.1	0.0	0.1	15	32	-3.0	100.6
15	COc1ccccc1CNC(=O)CNC(=O)c1cn(-c2ccccc2OC)c(=O)c2ccccc12	95.8	0.0	0.0	-1.0	5.4	-4.0	0.6	10	11	-2.0	92.0
16	O=C(NCc1cccnc1)c1ccc(CS(=O)(=O)c2ccc(Cl)cc2)o1	95.6	1.0	1.0	2.0	1.1	0.0	0.3	6	18	0.0	96.7

Overlap with the part before: four entries, then new ones.
no.	SMILES	RGS4-Gao reg	Bcl-W Bim block	Bcl-B Bim block	Bim-Bcl-2	ABCG2 inh	Bim-Bfl-1	ABCB1 block	GSH bead fluor	Avidin bead fluor	Bim-Bcl-XL	RGS7-Gao reg
13	CC(C)c1nc2n[nH]c(N)c2c2c1CSC(C)(C)C2	98.1	0.0	-7.0	-4.0	0.3	-9.0	0.1	16	7	-5.0	98.1
14	CCc1cccc(NC(=O)CN(C)S(=O)(=O)c2cnc[nH]2)c1	100.8	0.0	-3.0	-3.0	2.1	0.0	0.1	15	32	-3.0	100.6
15	COc1ccccc1CNC(=O)CNC(=O)c1cn(-c2ccccc2OC)c(=O)c2ccccc12	95.8	0.0	0.0	-1.0	5.4	-4.0	0.6	10	11	-2.0	92.0
16	O=C(NCc1cccnc1)c1ccc(CS(=O)(=O)c2ccc(Cl)cc2)o1	95.6	1.0	1.0	2.0	1.1	0.0	0.3	6	18	0.0	96.7
17	C=CCn1c(CCNC(=O)c2cccs2)nnc1SCC(=O)Nc1cccc(Cl)c1C	101.8	-3.0	-11.0	-11.0	27.7	-17.0	0.6	35	14	-11.0	101.1
18	COCCNC(=O)COc1ncnc2ccc(Br)cc12	101.8	-3.0	0.0	-2.0	8.3	-1.0	0.8	17	9	2.0	98.2
19	Cc1ccc(/C=N/NC(=O)c2ccccn2)o1	100.0	-1.0	-2.0	-8.0	11.4	-10.0	0.2	19	17	-3.0	105.3
20	COc1ccc(C(=O)C(CN2CCOCC2)c2ccccc2)cc1F (stereo unspecified)	99.7	-1.0	1.0	-2.0	3.3	0.0	0.7	11	19	-1.0	102.2
21	COc1ccc(C(=O)N/N=C/C(C)c2ccccc2)cc1OC (stereo unspecified)	104.8	2.0	-2.0	-3.0	0.4	-6.0	0.2	52	5	5.0	104.2
22	COc1cc(C(=O)OCC(=O)N2CCCCC2C)cc(NC(=O)c2cccs2)c1OC (stereo unspecified)	100.0	3.0	1.0	-1.0	9.0	-5.0	4.7	9	8	5.0	?
23	CCOc1ccc(NC(=O)C2CCN(S(=O)(=O)c3cccnc3)CC2)cc1	101.8	-1.0	-7.0	-6.0	0.5	-12.0	0.1	42	5	-3.0	104.9
24	CC1CCCC(NC(=O)COC(=O)c2ccc(S(=O)(=O)N3CCOCC3)cc2)C1C (stereo unspecified)	103.8	3.0	0.0	3.0	-0.5	3.0	-0.2	12	3	2.0	104.1
25	C=C(C)CSc1nnc(-c2cccc(S(=O)(=O)N(C)C)c2)n1-c1cc(OC)ccc1OC	101.6	3.0	-5.0	-5.0	0.7	-9.0	0.8	46	5	-4.0	97.4
26	Cc1ccc(S(=O)(=O)N2CCCC(C(=O)NCCc3ccc4c(c3)OCO4)C2)cc1 (stereo unspecified)	105.8	1.0	-7.0	-12.0	25.7	-12.0	1.5	12	8	-6.0	110.5
27	Cc1c(C(=O)Nc2cccc(N(C)S(C)(=O)=O)c2)cccc1[N+](=O)[O-]	98.0	0.0	-9.0	-9.0	8.9	0.0	1.4	14	7	-2.0	99.6
28	Cn1c2c(c(=O)n(C)c1=O)CN(CCCN1CCOCC1)CN2	100.9	0.0	-8.0	-8.0	0.1	-14.0	0.2	32	16	-3.0	103.9
29	CN(C(=O)c1ccco1)c1nnc(C23CC4CC(CC(C4)C2)C3)s1	109.1	0.0	-6.0	-3.0	1.7	-9.0	0.5	27	6	-2.0	113.4
30	O=C(Cn1c(=O)c2sccc2n(Cc2ccc([N+](=O)[O-])cc2)c1=O)NCCc1ccccc1	98.3	-2.0	-6.0	-2.0	11.8	-1.0	4.4	7	1	-5.0	97.0
31	C=CCNC(=O)/C(C#N)=C\c1cc(Cl)c(OCC)c(OC)c1	98.1	-5.0	-9.0	-12.0	55.0	-17.0	2.4	16	8	-9.0	99.9
32	COc1ccc(CN2C(=O)NC3(CCCCC3)C2=O)cc1F	98.3	8.0	-5.0	-3.0	1.9	-6.0	0.7	9	8	0.0	102.5
33	CCCSc1ncc(Cl)c(C(=O)Nc2ccc(S(=O)(=O)N3CC(C)OC(C)C3)cc2)n1 (stereo unspecified)	99.4	-2.0	-3.0	-5.0	0.8	-2.0	-0.1	20	7	-1.0	98.7
34	CC(C)=N/N=c1\scc(C)n1Cc1ccco1	100.9	2.0	-4.0	3.0	3.7	-1.0	0.4	7	23	-1.0	101.8
35	CCCCC(=O)Nc1cccc(NC(=O)c2cccc(Br)c2)c1	109.5	-2.0	0.0	-5.0	10.0	-3.0	0.6	13	8	0.0	101.1
36	Cc1cc(C)cc(OCC(=O)Nc2ccc(N3CCN(S(C)(=O)=O)CC3)cc2)c1	98.2	-4.0	-9.0	-5.0	7.3	-5.0	0.8	13	23	-6.0	97.3
37	Cn1c(=O)c2c(nc(N3CCN(Cc4ccccc4)CC3)n2CCCc2ccccc2)n(C)c1=O	101.7	-4.0	-1.0	0.0	0.5	-1.0	0.8	24	36	-2.0	97.1
38	Cc1ccc(-c2nn(-c3ccccc3)cc2C=C2C(=O)CC(C)(C)CC2=O)cc1	102.4	1.0	0.0	6.0	-0.9	1.0	-0.6	9	21	0.0	99.9
39	Cn1c(NC(=S)Nc2ccccc2)nc2ccccc21	99.1	-3.0	-10.0	0.0	1.9	0.0	0.3	8	3	-12.0	98.2
40	Nc1nonc1C(=O)NCCNC(=O)c1cccs1	101.8	4.0	-4.0	-4.0	9.4	-4.0	0.5	14	14	0.0	101.6
41	C[C@H](CS)C(=O)N1CCC[C@H]1C(=O)O	99.7	-4.0	-31.0	-1.0	0.7	3.0	0.5	17	7	-8.0	96.7
42	O=C(NCCc1csc(-c2cccnc2)n1)c1ccc(Cl)cc1	105.0	0.0	-4.0	-3.0	6.9	-4.0	1.0	19	6	-2.0	105.6
43	Cc1cc(C)n(-c2nc3ccccc3nc2N2CCCCCC2)n1	98.7	-3.0	-10.0	-14.0	50.1	-18.0	0.9	33	15	-11.0	101.7
44	COc1ccc(S(=O)(=O)N2CCC(N3CCN(c4ccccc4)CC3)CC2)cc1	103.1	-3.0	-2.0	-3.0	0.9	-3.0	0.3	14	38	-5.0	101.5
45	COc1ccc(S(=O)(=O)N(C)Cc2cccs2)cc1Br	110.8	-2.0	-6.0	-9.0	2.1	-3.0	0.2	14	7	-2.0	111.0
46	CNC(=O)c1cn(-c2ccc(Cl)cc2)c(=O)c2ccccc12	97.3	-1.0	-4.0	-4.0	6.3	-4.0	0.2	18	9	-2.0	?
47	O=c1cc(-c2c(F)c(F)c(F)c(F)c2F)oc2ccccc12	95.0	-1.0	-7.0	-3.0	2.9	-3.0	0.5	7	13	-4.0	101.6
48	COc1ccc(C)cc1Nc1nc(-c2c(C)[nH]c3ccccc23)cs1	99.9	-3.0	-9.0	-6.0	-10.1	-9.0	-0.6	9	14	-6.0	96.8
49	Cc1ccc2c(c1)NC(=O)C(CC(=O)N(C)Cc1ccccc1)O2 (stereo unspecified)	95.8	0.0	-7.0	-1.0	-2.3	-2.0	-2.2	21	5	-3.0	97.0
50	COc1ccc(CCNC(=O)C/C(C)=N/NC(=O)c2ccc(N)cc2)cc1OC	86.6	4.0	-4.0	0.0	-1.1	-1.0	-0.5	59	5	11.0	97.3
51	COc1cc2c(cc1O)CC[n+]1cc3c(OC)c(OC)ccc3cc1-2	93.2	1.0	4.0	2.0	4.6	1.0	1.6	17	7	1.0	100.6
52	O/C(=C\Sc1nnc(Cc2ccccc2)o1)c1ccc(Br)cc1	105.7	-5.0	-2.0	-3.0	0.5	-2.0	0.2	21	44	-6.0	108.8
53	COc1ccc(-c2ccc(Nc3ccc(C(=O)N4CCOCC4)cc3)nn2)cc1OC	91.7	0.0	-14.0	0.0	1.5	11.0	0.9	30	5	-7.0	95.9
54	Cc1ccc(C)c(N2CCN(c3nc4ccccc4c(=O)n3Cc3ccccc3)CC2)c1	99.0	0.0	-8.0	-7.0	1.1	-9.0	0.1	27	6	-3.0	100.9
55	CCc1ccc(N2CCN(C(=O)N3CCOCC3)CC2)cc1	91.1	2.0	0.0	1.0	0.8	-5.0	0.1	14	6	0.0	89.1
